# Rab9 prom act = activates the Rab9 promoter | Huh7 Rab9 promoter-luciferase reporter, luminescence, 24 h | Potency, µM (series often up to 9.22 µM), inactives show top-dose activation, negative = inhibition, most hits filed as activators | hit rate 2.8% among 320,000; also: % of control where 0% means no effect; nearly all actives have a fitted effect of over 60% in size
#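 Huh7 cells stably carrying Rab9 promoter–luciferase reporter, plated 1500 cells/well, compound added after 2 h and incubated 24 h at 37 °C; luciferase luminescence then read after 10 min with detection reagent.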
# Gal4-VP16 FLuc = counter-screen for ROR gamma inhibitors: Gal4-VP16 reporter; Drosophila S2 Gal4-VP16 UAS-luciferase, luminescence, 20 h; Potency, µM (highest dose often 53.6 µM), without a hit: top-dose activity, negative = inhibition, most hits filed as inhibitors; hit rate 3.5% among 310,000; AID 2546;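 also: Gal4-VP16 expression switched on by copper sulfate through the metallothionein promoter; % is scaled to controls: 0 for no effect and ±100 for the full control effect; nearly all actives have a fitted effect of over 50% in size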
# RORgamma inh = blocks mouse ROR gamma transcriptional activity | Drosophila S2 Gal4-RORgamma UAS-luciferase reporter, 20 h | P51450 | Potency, µM (top dose mostly 53.6 µM), inactives show at the top dose activity change, negative = inhibition, most hits filed as inhibitors | AID 2551 | hit rate 5.4% among 310,000; also: % is scaled to controls: 0 for no effect and ±100 for the full control effect; nearly all actives have a fitted effect of over 60% in size
# Target sequence (P51450 whole entry, looked up, the tested form may be a part): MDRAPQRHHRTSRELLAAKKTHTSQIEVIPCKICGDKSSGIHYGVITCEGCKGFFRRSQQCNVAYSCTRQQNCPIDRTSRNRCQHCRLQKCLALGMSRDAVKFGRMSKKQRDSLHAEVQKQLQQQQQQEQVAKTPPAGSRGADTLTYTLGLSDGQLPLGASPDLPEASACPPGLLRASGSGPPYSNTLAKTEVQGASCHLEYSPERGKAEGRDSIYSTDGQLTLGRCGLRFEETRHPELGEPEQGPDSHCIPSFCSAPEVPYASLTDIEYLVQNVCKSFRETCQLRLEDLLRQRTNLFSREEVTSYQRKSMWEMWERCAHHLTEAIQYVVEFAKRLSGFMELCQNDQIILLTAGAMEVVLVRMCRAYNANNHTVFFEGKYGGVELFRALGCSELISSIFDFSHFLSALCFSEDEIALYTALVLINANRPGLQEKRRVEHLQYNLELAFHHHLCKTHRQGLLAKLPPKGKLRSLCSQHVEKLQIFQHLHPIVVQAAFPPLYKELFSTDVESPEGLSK
#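 Drosophila S2 cells stably expressing Gal4-DBD/mouse RORγ fusion under metallothionein promoter plus UAS-luciferase; compound 1 h, then 700 uM CuSO4 induction for 20 h at ambient temperature; inhibition read as reduced luminescence.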
# BRCA1 expr up = increases BRCA1 expression | hit rate 1.1% among 380,000 | Potency, µM (highest dose often 46.1 µM), for inactives: at the highest dose activation, usual class: activators | MCF7-BRCA1-FFLuc reporter, luminescence, 48 h; response scale: scaled: vehicle 0%, 10 µM genistein 100%; also: nearly all actives have a fitted effect of over 80% in size; some results filed as inactive show a strong effect at the top dose
#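 Cells: MCF7-BRCA1-FFLuc, 2000/well. Exposure: 48 h, 37 °C, 5% CO2. Read: luminescence, 15 min post-substrate. Controls: genistein 10 microM (maximal activation), DMSO (neutral).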
# FLuc modulator = counter-screen for miR-21 project: firefly luciferase inhibitors or activators. P08659. hit rate 6.9% among 360,000. purified FLuc, Km substrates, luminescence inhibition. Potency, µM (doses to about 57.5 µM), for inactives: at the top dose activity change, negative = inhibition, hits mostly inhibitors. AID 588342;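 also: plate controls were vehicle for no effect and reference inhibitor for full effect; nearly all actives have a fitted effect of over 55% in size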
#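 Biochemical qHTS of compounds, final roughly 60 µM downward over six points, against 10 nM purified firefly luciferase using Km concentrations of substrates (10 uM D-luciferin, 10 uM ATP) in Tris acetate pH 7.5 buffer; luminescence output.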
# uPA surface inh = blocks generation of uPA at the cell surface | hit rate 0.31% among 330,000 | Potency, µM (highest dose often 38.3 µM), for inactives: at the top dose activity change, negative = inhibition, most hits filed as inhibitors | cell surface uPA generation assay, qHTS; active = well fitted inhibition curve with a large enough effect; inconclusive = small, poorly fitted or top-dose-only effect; inactive = no such curve, though single readings can be large or run the other way; tested in mouse RAW 264.7 cells; also: % is scaled to controls: 0 for no effect and ±100 for the full control effect; nearly all actives have a fitted effect of over 55% in size
# p53 reactivator = re-activators of mutant p53 | H1299 p53-A138V BP100-luciferase reporter, luminescence, 24 h | Potency, µM (series often up to 92.2 µM), for the others: top-dose activity change, positive = activation, hits mostly activators | hit rate 0.063% among 320,000; also: % of control where 0% means no effect; nearly all actives have a fitted effect of over 45% in size
#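 H1299 (p53-null), stable ts p53-A138V + BP100-Luc; 1000 cells/well, Opti-MEM/10% FBS; cpd 4 pt, 1:5; 24 h, 37 deg C, 5% CO2; detection reagent 10 min RT; luminescence.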
# MBNL1-CUG inh = blocks human MBNL1 binding to CUG repeat RNA. Q9NR56. TR-FRET MBNL1-His/biotin-(CUG)12 binding, 665/545 ratio. Potency, µM (top dose mostly 57.5 µM), without a hit: at the highest dose activity change, negative = inhibition, hits mostly inhibitors. hit rate 0.036% among 280,000; active = well fitted inhibition curve with a large enough effect in the signal ratio, with a control signal flat, not every such curve was filed as active; inconclusive = small, poorly fitted or top-dose-only effect, or effect the other way, or a change in a side signal; inactive = no such curve, though single readings can be large or run the other way; the % refers to the signal ratio; also: % is scaled to controls: 0 for no effect and ±100 for the full control effect
# Target sequence (Q9NR56 whole entry, looked up): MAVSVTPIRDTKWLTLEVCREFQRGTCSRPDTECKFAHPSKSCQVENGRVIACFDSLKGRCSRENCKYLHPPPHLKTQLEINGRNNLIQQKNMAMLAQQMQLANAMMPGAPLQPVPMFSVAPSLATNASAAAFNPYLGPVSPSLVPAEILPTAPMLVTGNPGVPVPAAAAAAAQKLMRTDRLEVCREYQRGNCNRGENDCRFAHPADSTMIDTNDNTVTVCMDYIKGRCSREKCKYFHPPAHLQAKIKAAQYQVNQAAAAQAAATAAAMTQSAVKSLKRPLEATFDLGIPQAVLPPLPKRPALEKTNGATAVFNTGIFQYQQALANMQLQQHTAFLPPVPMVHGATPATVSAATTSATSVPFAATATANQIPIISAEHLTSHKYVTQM
#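 TR-FRET readout: Ex 340 nm, 665/545 nm emission ratio, normalized to buffer-only (basal) and MBNL1-(CUG)12 controls. Complex of MBNL1-His with Biotin-(CUG)12, compounds 92 nM–58 uM, incubated 60 min at room temperature.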
# NPC1 promoter act = NPC1 promoter activation; AID 485313; Huh7 NPC1 promoter luciferase reporter, 24 h; hit rate 2.4% among 320,000; Potency, µM (titrated, usually from 9.22 µM), without a hit: at the top dose activation, actives largely listed as activators;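 also: % of control where 0% means no effect; nearly all actives have a fitted effect of over 60% in size; reporter is driven by a mutant NPC1 promoter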
#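 Stably transfected Huh7 (NPC1 promoter→luciferase), 1500 cells/well in Opti-MEM + 10% FBS, 2 h settle, then compound 24 h at 37 °C. Luminescence after 10 min with Amplite reagent.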
# ELG1 genotoxic = inducers of genotoxicity in HEK293T ELG1-luciferase cells; HEK293T ELG1-luciferase reporter, luminescence, 16 h; AID 504466; hit rate 1.3% among 330,000; Potency, µM (doses to about 46 µM), for the others: top-dose activity change, positive = activation, hits mostly activators; also: % of control where 0% means no effect; nearly all actives have a fitted effect of over 60% in size
#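 HEK293T cells expressing luciferase-tagged ELG1 were treated with compound or DMSO for 16 hr at 37°C. Luciferase activity was then read after 30 min with ONE-Glo at room temperature; rising signal flags genetic stress.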
# Starred values were filed as active, the others as inactive; ? = inconclusive; nt = not tested or not shown; & = joins results of further samples; [ ] = another dose, or the depositor's remark. Unless noted, calls follow the shape of the dose curve; as a rule, active = well fitted curve in the direction sought with a large enough effect; inconclusive = small, poorly fitted or top-dose-only effect, or another doubt; inactive = no such curve, though single readings can be large; an effect the other way counts as inactive or inconclusive. Potency is read from the fitted curve at half-maximal effect. This is a random part of the collection; about 13% have a hit in one of these screens.
SMILES,Rab9 prom act,Gal4-VP16 FLuc,RORgamma inh,BRCA1 expr up,FLuc modulator,uPA surface inh,p53 reactivator,MBNL1-CUG inh,NPC1 promoter act,ELG1 genotoxic
O=C(NCC1CCCO1)c1cccc(-n2cnnn2)c1 (stereo not given),2%,-9%,3%,-10%,0%,-1%,10%,-1%,-1%,-2%
CCOC(=O)c1ccc(NC(=S)NC(=O)C2CCCC2)cc1,12%,7.1µM*,7.1µM*,26%,-19%,-2%,-6%,-4%,12%,-5%
COc1ccc(/C=N/NC2=NCCCCC2)c(OC)c1,9%,0%,-13%,-23%,17µM*,2%,0%,-5%,8%,3%
COCCn1c(=S)[nH]c2cc(C(=O)N3CCc4ccccc43)ccc2c1=O,-18%,?,13µM*,-82%,5%,nt,-4%,-10%,0%,-9%
Cc1ccc(NC(=O)CN2C(=O)NC(Cc3c[nH]c4ccccc34)C2=O)cc1S(=O)(=O)N1CCCCC1 (stereo not given),-3%,2%,9%,-62%,2%,-2%,-10%,0%,-1%,-6%
CCOC(=O)c1ccc(N2C(=O)CC(N(C)CCc3ccc(OC)c(OC)c3)C2=O)cc1 (stereo not given),-1%,nt,2%[0.365 µM],-1%,?,10%,2%,6%,0%,2%
CCOC(=O)c1ccc(NC(=O)CCNS(=O)(=O)c2cccs2)cc1,7%,-19%,-4%,-7%,0%,-4%,0%,1%,-4%,2%
COc1ccc(NS(=O)(=O)c2ccc(NS(=O)(=O)c3cccc(C(=O)O)c3)cc2)cc1,-1%,2%,-10%,-1%,2%,9%,5%,-4%,-1%,-4%
Cc1ccc(NC(=O)c2oc3ccc(S(=O)(=O)N4CCOCC4)cc3c2C)c(C)c1,-1%,-6%,0%,-18%,-3%&-5%,3%,7%,76%[activator],-7%,0%
O=C(COC(=O)c1ccc(Sc2ccccc2)c([N+](=O)[O-])c1)NC1CCCc2ccccc21 (stereo not given),-7%,-6%,-3%,1%,0%,6%,4%,3%,1%,0%
COc1ccc(OC)c(NC(=O)NNC(=O)CCCOc2ccc(Cl)cc2C)c1,-1%,-4%,23%,-5%,0%,2%,-5%,-9%,-5%,-6%
Cc1ccc(NC(=O)c2ccccc2Cl)c(Cl)c1,?,8%,?,?,19µM*,-4%,26%,-3%,27%,19%
Cc1nn(C(C)C(=O)N2CCc3ccccc32)c(C)c1[N+](=O)[O-] (stereo not given),-3%,-8%,-8%,-3%,-1%,-7%,-7%,7%,-2%,1%
CCOC(=O)c1[nH]c(C)c(C(=O)OCC(=O)NC2CCS(=O)(=O)C2)c1C (stereo not given),-5%,-11%,8%,-1%,-2%,14%,-3%,nt,-1%,0%
COc1cc(NS(=O)(=O)c2ccc(OC)c(C)c2C)c(OC)cc1Cl,-34%[inhibitor],6.3µM*,?,-64%,2%,-13%,3%,-2%,-26%,1%
CNCc1cn2cc(Cl)ccc2n1,-2%,5%,-28%,-49%,0%,-6%,-13%,-9%,0%,2%
Cc1ccc(C(=O)N/N=C\c2cccs2)cn1,18%,?,?,66%,24µM*,-6%,11%,?,21%,-4%
Cc1ccccc1N(CC(=O)NCc1ccncc1)S(C)(=O)=O,19%,2%,12%,2%,2%,8%,3%,-7%,6%,0%
O=C(CN1CCCC1=O)NC1(C(F)(F)F)NC(=O)N(Cc2ccccc2)C1=O (stereo not given),-7%,-5%,?,17%,-4%,7%,4%,-5%,-3%,-8%
COC(=O)c1ccc(CNC(=O)COC(=O)/C=C/c2ccc(OC)c(OC)c2)cc1,nt,nt,nt,-9%,nt,0%,4%,nt,nt,3%
O=c1c2c3c(sc2nc2n1CCCC2)CCC3,7%,18%,25%,46%,0%,-5%,-3%,-3%,2%,3%
CC(OCCN1CCCC1)(c1ccc(F)cc1)c1ccc(F)cc1,-1%,-6%,-10%,-25%,3%,-8%,-5%,-10%,-1%,-7%
O=C(O)/C=C\c1ccccc1Oc1ccc(F)cc1,-2%,2%,3%,-15%,?,-9%,-1%,0%,-4%,0%
O=C(CCN=C1NS(=O)(=O)c2ccccc21)OCC(=O)c1ccccc1,-1%,nt,nt,-16%,?,2%,4%,nt,3%,-2%
Cc1ccccc1OCCC(=O)Nc1cc(S(=O)(=O)N2CCOCC2)ccc1OC(C)C,1%,-11%,-12%,-17%,-2%,-6%,-11%,-6%,-4%,-4%
SMILES,Rab9 prom act,Gal4-VP16 FLuc,RORgamma inh,BRCA1 expr up,FLuc modulator,uPA surface inh,p53 reactivator,MBNL1-CUG inh,NPC1 promoter act,ELG1 genotoxic
O=C1CCC(=O)O1,3%,5%,28%,5%,0%,12%,5%,nt,0%,-2%
Cc1ccnc2nc(C(=O)OCC(=O)NC3CCC(C)CC3)nn12 (stereo not given),0%,nt,nt,-26%,-2%,3%,0%,nt,-3%,0%
CCOc1ccc(C(=O)CCC(=O)Nc2ncccc2O)cc1,2%,nt,nt,20%,-17%,-6%,15%,nt,2%,?
O=C(Cc1n[nH]c(=O)c2ccccc12)OCc1c(Cl)cccc1Cl,9%,-10%,7%,32%,-4%,3%,-1%,-10%,13%,-1%
Cc1ccc(C(=O)NC(=C(Cl)Cl)S(=O)(=O)c2ccc(C)cc2)cc1,-8%,?,?,-9%,6%,-8%,17%,nt,-1%,-1%
CN(C(=O)CSc1nnc(-c2cccs2)n1N)c1ccccc1,nt,nt,nt,-7%,nt,?,8%,nt,nt,0%
COc1ccc(CC(=O)Nc2ccc(C(N)=O)cc2)cc1,-7%,-8%,-7%,-5%,4%,-1%,-1%,0%,1%,4%
Cc1cccc(N(C)c2ccc3cc(S(=O)(=O)N4CCCC4)ccc3n2)c1,-3%,-17%,-29%,-21%,-1%&-1%,1%,-1%,14%,-9%,-6%
CNc1nc(OC)nc(N2CCOCC2)n1,-7%,3%,-27%,-8%,-1%,-6%,1%,-13%,-2%,6%
Cn1c(CO)cnc1SCc1ccc([N+](=O)[O-])cc1,20%,-3%,18%,18%,6%,3%,2%,?,13%,4%
CCCCN1C(=O)C2(NNc3ccccc3O2)c2ccccc21 (stereo not given),15%,?,?,-50%,?,1%,-7%,?,4%,?
O=C(Nc1ccccc1N1CCCC1)C1CCN(S(=O)(=O)c2ccccc2C(F)(F)F)CC1,-1%,nt,nt,-15%,4%,18%,3%,nt,0%,-17%
O=C(O)C(NS(=O)(=O)c1ccccc1)C(O)c1ccccc1 (stereo not given),13%,1%,22%[1.91 µM],7%,4%,0%,nt,-3%,1%,0%
CCOc1c2ccc(C(=O)NCc3ccc(C)cc3)cc2nn1CC,-5%,-11%,-6%,-4%,0%,12%,-1%,13%,-2%,0%
COc1ccc(NC(=O)CSc2nnc(C(C)C)n2N)cc1,-3%,-12%,25%,3%,0%,0%,1%,-12%,1%,-4%
CCOC(=O)c1c(NC(=S)Nc2ccc(C)cc2)sc2c1CCC2,-4%,?,6.3µM*,-6%,4%,8%,-2%,8%,-4%,3%
O=C(COC(=O)c1nc(Cl)c(Cl)c(Cl)c1Cl)c1ccc[nH]1,0%,nt,nt,-37%,4%,-7%,-7%,nt,4%,?
O=C(CCl)N(c1ccccc1)c1ccccc1,-54%[inhibitor],?,14µM*,-64%,-1%,-19%,-11%,-1%,-38%[inhibitor],-13%
O=C(O)CNC(=O)CCCn1nnc2ccccc2c1=O,-1%,-3%,37%,30%,0%,-2%,-4%,nt,3%,1%
N=C(N)SCc1nc2ccccc2c(=O)n1-c1ccccc1Cl,16%,-5%,43%,38%,?,-4%,?,2%,24%,?
c1ccc(CNc2nnnn2-c2ccccc2)cc1,-1%,-13%,?,-43%,-3%,0%,-2%,-3%,-5%,-2%
CCc1ccc(C(=O)NCc2ccc(Cl)cc2)cc1,23%,-4%,25%,74%,-9%,5%,?,?,16%,2%
Cc1ccc(C(=O)NCc2ccncc2)cc1S(=O)(=O)Nc1cccc(C)c1C,-2%,-4%,20%,-23%,-2%,16%,0%,1%,-2%,-7%
O=C(c1ccco1)N1CCN(S(=O)(=O)c2cc(Cl)ccc2Cl)CC1,0%,-2%,-11%,-21%,8%,-1%,1%,-12%,-4%,?
COc1cc(/C=N/NC(=O)c2ccncc2)ccc1OCc1cnc(Cl)s1,-2%,23%,-33%,48%,3%,-1%,22%,?,0%,17%
CC(C)n1nc(C(=O)Nc2cccc(S(=O)(=O)N3CCCCC3)c2)c2ccccc2c1=O,0%,nt,nt,-49%,1%,-3%,-2%,nt,-1%,1%
CCOC(=O)C1(Cc2ccc(OC)cc2)CCN(C(=O)c2ccc3[nH]ccc3c2)CC1,-10%,-5%,0%,-18%,?,11µM*,0%,-11%,-17%,-4%
Cc1cccc(C)c1NC(=O)NN=C1CCCCC1,1%,-12%,0%,3%,0%,3%,1%,2%,0%,0%
Cc1cc(SCC(=O)NC2CCCCC2)nc2ccccc12,1%,-11%,0%,-23%,-5%,7%,-2%,29%,-2%,7%
Cc1ccc(C)c(OCCCC(=O)N2CCOCC2)c1,20%,5%,1%,76%,?,-64%,8%,-7%,-1%,8%

# Copied from the list.
# Entry of `c1ccc(CNc2nnnn2-c2ccccc2)cc1` under MBNL1-CUG inh: -3%
# Entry of `O=C1CCC(=O)O1` under FLuc modulator: 0%
